CBFb RUNX1 block = CBF-beta/RUNX1 interaction disruption; Potency, µM (series often up to 59.8 µM), for inactives: at the top dose activity, negative = inhibition, usual class: inhibitors; Q01196+Q13951; 230,000 tested, under 10 active; AlphaScreen CBFb-His/RUNX1-biotin binding, biochemical; AID 1477; further: % of control where 0% means no effect
Target sequence (Q01196 whole entry, looked up): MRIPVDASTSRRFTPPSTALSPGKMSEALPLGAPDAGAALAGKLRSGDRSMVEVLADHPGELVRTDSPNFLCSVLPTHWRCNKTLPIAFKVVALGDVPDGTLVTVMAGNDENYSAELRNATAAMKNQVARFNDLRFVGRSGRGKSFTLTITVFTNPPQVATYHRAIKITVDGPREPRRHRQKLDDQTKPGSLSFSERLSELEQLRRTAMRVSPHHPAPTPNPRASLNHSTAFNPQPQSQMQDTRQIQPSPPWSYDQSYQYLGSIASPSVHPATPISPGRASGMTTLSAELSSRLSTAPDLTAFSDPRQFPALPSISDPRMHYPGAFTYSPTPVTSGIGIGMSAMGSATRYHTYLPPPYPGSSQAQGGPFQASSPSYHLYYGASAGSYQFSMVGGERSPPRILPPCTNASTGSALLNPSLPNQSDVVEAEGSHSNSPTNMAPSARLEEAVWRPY
Target sequence (Q13951 whole entry, looked up): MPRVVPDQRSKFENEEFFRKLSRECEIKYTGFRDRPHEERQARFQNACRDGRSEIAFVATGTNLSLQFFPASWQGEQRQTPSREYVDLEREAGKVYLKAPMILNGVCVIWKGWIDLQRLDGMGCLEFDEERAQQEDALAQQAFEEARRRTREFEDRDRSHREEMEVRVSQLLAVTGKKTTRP
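CBFb-His/RUNX1-biotin, 30 nM each, preincubated 20 min RT; compound 15 min RT; Ni + streptavidin beads 50 ng each, 90 min RT; AlphaScreen read.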
Tau FP inhib = blocks human tau fibril formation measured by polarization; Potency, µM (doses to about 57.7 µM), without a hit: at the highest dose activity, negative = inhibition, hits mostly inhibitors; AID 1468; P10636; 280,000 tested, 0.39% active; K18 P301L tau heparin fibrillization, Alexa594 FP, 6 h; further: potency means the concentration at half of the fitted maximal effect; on the % scale 0 is the no-effect control and ±100 the full control effect; nearly all actives have a fitted effect of over 55% in size
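FP of Alexa 594-tau after heparin (20 uM) induction. Substrate: human K18 P301L, 15 uM unlabeled, 0.24 uM labeled. Buffer 100 mM sodium acetate pH 7. 6 hr, 37 C.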
TRb-SRC2 inh = TRbeta-SRC2 interaction inhibition. Potency, µM (series often up to 106 µM), for the others: top-dose activity change, negative = inhibition, most hits filed as inhibitors. 280,000 tested, 0.065% active. AID 1469. TRbeta-SRC2 peptide binding, fluorescence polarization; receptor liganded with 1 µM T3;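 further: potency means the concentration at half of the fitted maximal effect; plate controls were bound peptide for no effect and peptide without receptor for full effect; nearly all actives have a fitted effect of over 50% in size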
Target sequence (P10828 whole entry, looked up): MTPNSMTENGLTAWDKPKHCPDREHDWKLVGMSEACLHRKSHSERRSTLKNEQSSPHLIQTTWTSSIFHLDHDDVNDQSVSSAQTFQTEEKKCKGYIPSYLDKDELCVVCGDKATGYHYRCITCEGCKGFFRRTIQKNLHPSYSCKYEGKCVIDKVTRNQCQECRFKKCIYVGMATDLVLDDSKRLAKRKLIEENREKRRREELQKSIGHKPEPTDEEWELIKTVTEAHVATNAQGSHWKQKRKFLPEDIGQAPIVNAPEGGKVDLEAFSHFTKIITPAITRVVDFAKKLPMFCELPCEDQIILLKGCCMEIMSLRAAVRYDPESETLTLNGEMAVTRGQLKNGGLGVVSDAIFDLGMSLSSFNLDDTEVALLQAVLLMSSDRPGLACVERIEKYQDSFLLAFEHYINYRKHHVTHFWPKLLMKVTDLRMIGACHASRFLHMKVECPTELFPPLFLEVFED
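Decrease in fluorescence polarization of 20 nM Texas Red SRC2 coactivator peptide flagged inhibition of its binding to 0.6 uM TRb LBD; 1 uM T3 included, incubation 5 hr, ex 555/em 632 nm.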
NPSR antag = blocks cAMP signaling of the human neuropeptide S receptor | Q6W5P4 | CHO-NPSR cells, cAMP TR-FRET, antagonist mode | Potency, µM (top dose mostly 38.3 µM), inactives show at the top dose activity change, negative = inhibition, most hits filed as inhibitors | 220,000 tested, 1% active | AID 1461; further: potency means the concentration at half of the fitted maximal effect; on the % scale 0 is the no-effect control and ±100 the full control effect; nearly all actives have a fitted effect of over 50% in size; many of its hits are not listed in these tables
Tau fluor counter = counter-screen for tau fibril formation inhibitors; 280,000 tested, 0.93% active; Potency, µM (series often up to 57.7 µM), without a hit: at the top dose activity change, negative = decrease; tau K18 P301L Alexa594 fluorescence, heparin fibrillization; further: potency means the concentration at half of the fitted maximal effect; on the % scale 0 is the no-effect control and ±100 the full control effect; nearly all actives have a fitted effect of over 55% in size
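Human tau K18 P301L (15 uM unlabeled, 0.24 uM Alexa 594-labeled) in 100 mM sodium acetate pH 7 with 20 uM heparin, 6 hr at 37 C. ThT 30 uM added, 1 hr ambient; Alexa 594 FP and total fluorescence read at 555/632 nm.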
TexasRed fluor = alters Texas Red total fluorescence, flagging assay interference. TRb/SRC2 Texas Red total fluorescence interference. Potency, µM (titrated, usually from 106 µM), for inactives: at the highest dose fluorescence change, negative = quenching. 280,000 tested, 0.29% active; active means well fitted curve in either direction with a large enough effect; inconclusive means small, poorly fitted or top-dose-only effect; further: potency means the concentration at half of the fitted maximal effect; on the % scale 0 is the no-effect control and ±100 the full control effect
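Human TRb ligand-binding domain at 0.6 uM with 20 nM Texas Red SRC2 peptide in Tris buffer containing 1 uM T3 and 5% DMSO, incubated with compound 5 h at ambient temperature. Total fluorescence (555/632 nm) calculated as parallel + 2 × perpendicular.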
aGal spleen mod = inhibitors or activators of human alpha-galactosidase in spleen homogenate. P06280. human spleen homogenate, 4MU-alpha-Gal fluorescence, 40 min. Potency, µM (titrated, usually from 80 µM), for the others: at the highest dose activity change, negative = inhibition, hits mostly inhibitors. 240,000 tested, 0.008% active;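 further: potency means the concentration at half of the fitted maximal effect; 0% = enzyme with vehicle and -100% = no enzyme basal signal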
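Human spleen homogenate (1 ug) was the enzyme source, with 4-methylumbelliferyl-alpha-D-galactopyranoside (1 mM final) in pH 5.0 citrate buffer with 0.01% Tween-20. Compounds were titrated; after 40 min at 37C, NaOH/glycine stop, 4-MU fluorescence read; AC50 from Hill fits.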
Epigenetic reg = derepresses silenced GFP reporter in murine cells; murine LDR cells, GFP reporter derepression, 30 h; Potency, µM (series often up to 53.9 µM), without a hit: at the top dose GFP activation, most hits filed as activators; 280,000 tested, 0.2% active; AID 1865; further: potency means the concentration at half of the fitted maximal effect; % of control where 0% means no effect; nearly all actives have a fitted effect of over 60% in size
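Murine LDR cells carrying a silenced, genomically integrated CMV-driven GFP reporter were exposed to compound for 30 hours at 37 C. After PBS washes, GFP-positive cells (20–120 um objects) were counted by laser-scanning microplate cytometry.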
Numbers without * were called inactive; ? = inconclusive; · = not tested or not shown; [ ] = another dose, or the depositor's remark. Unless noted, the call rests on the fitted dose curve; in most records, active means well fitted curve in the direction sought with a large enough effect; inconclusive means small, poorly fitted or top-dose-only effect, or another doubt; inactive means no such curve, though single readings can be large; an effect the other way counts as inactive or inconclusive. An excerpt; count on the stated rates, not on these rows.

The line under a structure holds: CBFb RUNX1 block, Tau FP inhib, TRb-SRC2 inh, NPSR antag, Tau fluor counter, TexasRed fluor, aGal spleen mod, Epigenetic reg
Cc1cc(C)nc(N(C#N)CCOc2ccccc2)n1
→ 2%, 0%, 9%, -15%[46.1 µM], 0%, 1%, 2%, -0.7%
C=CCNC(=O)NC(=O)COC(=O)C(C)Oc1ccc(Cl)cc1Cl (stereo not given)
→ 3%, 2%, -2%, 1%, -4%, 0%, 1%, 1.7%
CCOc1ccc(N2CC(C(=O)Nc3ccc(N4CCOCC4)cc3)CC2=O)cc1 (stereo not given)
→ 1%, -6%, 8%, -7%[46.1 µM], -14%, 3%, -2%, -1.2%
CCOC(=O)c1cc(-c2ccccc2)sc1NC(=O)CSc1nnnn1C
→ 7%, -7%, 2%, ?, ?, -3%, 6%, -0.1%
Cc1ccc(Nc2nc3ccc(C)cc3nc2-n2nc(C)cc2C)c(C)c1
→ ·, 0%, 5%, ·, -13%, 1%, ·, 2.4%
COc1ccc(NC(=O)CSc2ccc(NC(C)=O)cc2)cc1S(=O)(=O)N1CCCCC1
→ 12%, -6%, 0%, -10%, -12%, 2%, 3%, 0.0%
CCCc1cc(=O)oc2cc(OCC(=O)Nc3cc(C)on3)ccc12
→ 5%, -11%, 3%, 3%[46.1 µM], -2%, 0%, 22%, 1.0%
Oc1ccc(-c2csc(-c3c[nH]c4ccccc34)n2)c(O)c1
→ 0%, ?, 0%, -21%, 10µM*[quencher], -6%, 2%, 0.1%
Nc1cccc(Oc2ccc([N+](=O)[O-])cc2)c1
→ -2%, 0%, 1%, 2%, -5%, -1%, 0%, 0.1%
CC(C)NS(=O)(=O)c1ccc(OCC(=O)Nc2cccc3ccccc23)cc1
→ -6%, 7%, -16%, -17%[46.1 µM], -9%, -1%, 0%, -4.6%
COc1ccc(-c2cc(-c3ccc(OC)cc3)[nH]n2)cc1
→ -4%, -12%, -4%, -11%[46.1 µM], ?, 0%, -9%, 0.6%
Cc1cc2c(cc1C)N(C(=O)CSC1=NCCS1)C(C)(C)c1ssc(=S)c1-2
→ ·, 0%, -6%, ?, ?, -8%, -17%, -3.4%
O=C(N/N=C/c1ccccc1[N+](=O)[O-])c1ccc(COc2ccccc2-c2ccccc2)cc1
→ 6%, 0%, -1%, -11%, ?, -2%, -13%, 0.0%
O=C(COc1ccc(Cl)cc1)Nc1ccccc1CO
→ 11%, 0%, -9%, 2%[46.1 µM], -1%, 1%, -6%, -8.2%
COCC(C)OC(=O)c1c(N)n(-c2ccc(OC)c(OC)c2)c2nc3ccccc3nc12 (stereo not given)
→ 2%, 4%, -2%, -8%, -11%, -2%, -4%, -0.3%
CC(C)NC(=O)CN(C)S(=O)(=O)c1ccc(F)cc1
→ 2%, 3%, -3%, 12%[46.1 µM], -1%, 0%, 5%, -0.8%
N#CC1=C(N)Oc2n[nH]c(-c3ccccc3)c2C1c1cccc(OC(=O)N2CCOCC2)c1 (stereo not given)
→ -3%, -8%, -11%, -12%[46.1 µM], -14%, -5%, 3%, -4.3%
CN(C)c1ccc(CNC(=O)C2CCCN(S(=O)(=O)c3ccc4c(ccn4C)c3)C2)cc1 (stereo not given)
→ ·, 7%, -5%, ·, -19%, 0%, ·, 0.0%
Cc1ccc2onc(CC(=O)N(C)c3ccccc3)c2c1
→ ·, 13%, 4%, ·, -13%, -10%, ·, 2.2%
O=C(CCCn1c(=O)[nH]c2ccc(Br)cc2c1=O)N1CCN(c2cccc(Cl)c2)CC1
→ ·, ?, 2%, ·, ?, -2%, ·, 2.2%
O=C(c1cccc(C(=O)N2CCN(c3ccccc3F)CC2)c1)N1CCN(c2ccccc2F)CC1
→ 4%, 2%, 8%, ?, -9%, 2%, 8%, 1.1%
CC12CCC(C(N)=O)(C1Br)C2(C)C (stereo not given)
→ 0%, 4%, -16%, 13%, -4%, -5%, -1%, 1.9%
COCCNC(=O)CSc1nc2ccccc2c(=O)n1CCC(=O)N1CCN(c2ccccc2)CC1
→ -3%, 5%, 3%, -13%, -7%, -4%, 5%, 0.1%
CCC(C)Nc1nc(OC(C(F)(F)F)C(F)(F)F)nc(OC(C(F)(F)F)C(F)(F)F)n1 (stereo not given)
→ -10%, 7%, -9%, -10%[46.1 µM], 1%, -3%, 7%, -1.0%
CC1CN(S(=O)(=O)c2ccc(C(=O)Nc3sc4c(c3C(N)=O)CCN(C)C4)cc2)CC(C)O1 (stereo not given)
→ -2%, 1%, 1%, -18%[46.1 µM], 5%, 3%, 1%, -1.0%
COc1cccc(OC)c1OCCCCc1c(C)n[nH]c1C
→ -7%, -10%, 0%, 13%, -8%, 0%, 0%, 6.9%
COc1cc(CCC(=O)OCC(=O)Nc2ccccc2C#N)cc(OC)c1OC
→ -3%, 5%, -4%, 0%, -1%, -2%, 9%, -1.9%
Nc1nc(Nc2ccccc2)sc1C(=O)c1ccccc1
→ -16%, 6%, -3%, -43%, ?, -3%, -2%, 6.7%
O=C(NCc1ccc(F)cc1)Nc1cccc(Cl)c1
→ -3%, -7%, -1%, -16%, -19%, -1%, 5%, -2.1%
COC(=O)c1c(NC(=O)CCCOc2ccc(C(C)(C)C)cc2)sc2c1CCC(C)C2 (stereo not given)
→ ·, 4%, 10%, ·, -17%, -6%, ·, -1.6%

Next structures
Short forms – A = CBFb RUNX1 block; B = Tau FP inhib; C = TRb-SRC2 inh; D = NPSR antag; E = Tau fluor counter; F = TexasRed fluor; G = aGal spleen mod; H = Epigenetic reg
> COC(=O)c1ccc2c(=O)n(CCCCCC(=O)NCc3ccc4c(c3)OCO4)c(=O)[nH]c2c1
  A = 0%	B = ?	C = 2%	D = ?	E = -10%	F = -2%	G = 3%	H = -0.9%

> Cc1ccc(C(C)C)c(OCC(=O)Nc2c(C(=O)c3ccc(F)cc3)oc3ccccc23)c1
  A = ·	B = ?	C = -1%	D = ·	E = -9%	F = -13%	G = ·	H = -0.1%

> O=C(O)c1ccccc1Sc1c([N+](=O)[O-])cc(C(F)(F)F)cc1[N+](=O)[O-]
  A = -9%	B = ?	C = -2%	D = 7%	E = ?	F = -2%	G = 3%	H = 13%

> Cc1onc(-c2ccccc2)c1C(=O)NCC(O)c1ccccc1 (stereo not given)
  A = 1%	B = -4%	C = -2%	D = -22%	E = -11%	F = 1%	G = 7%	H = 2.1%

> O=C(COC(=O)CCSc1ccc(Cl)cc1)NCc1ccccc1Cl
  A = 16%	B = 10%	C = -6%	D = 13%	E = -12%	F = 0%	G = -17%	H = 3.7%

> OCCC1CN(Cc2cccn2-c2nccs2)CCN1Cc1ccccc1 (stereo not given)
  A = 0%	B = -12%	C = 6%	D = 15%	E = -2%	F = 0%	G = 4%	H = 6.7%

> COC(=O)Cc1cc(=O)[nH]c(/N=C(\N)Nc2ccccc2)n1
  A = -3%	B = -8%	C = 1%	D = -2%[46.1 µM]	E = -4%	F = -3%	G = 1%	H = 0.1%

> COc1ccc(CCN(C)C(=O)CSc2nc3ncc(Cl)cc3[nH]2)cc1OC
  A = 6%	B = 3%	C = 2%	D = -2%	E = -5%	F = -1%	G = 2%	H = -2.6%

> CCOC(=O)c1nnc(-c2ccccc2)nc1Oc1ccc(Cl)cc1
  A = 8%	B = 0%	C = 2%	D = -12%[46.1 µM]	E = ?	F = 2%	G = -2%	H = ?

> Cc1cc(C(F)(F)F)nn1CC(=O)NCc1ccccc1
  A = -1%	B = -1%	C = -5%	D = 4%[46.1 µM]	E = -6%	F = -1%	G = 0%	H = 1.6%

> C/C(CCc1ccc2c(c1)OCO2)=N\N=C1\NC(=O)CC(C(=O)Nc2ccccc2F)S1 (stereo not given)
  A = -21%	B = -11%	C = 3%	D = -15%	E = -22%	F = -1%	G = 0%	H = -4.6%

> CC[C@@H]1CC=C[C@H]2[C@H]1C(=O)N(Cc1ccccc1)[C@H]2c1ccc2ccccc2c1
  A = 22%	B = -8%	C = 1%	D = -56%	E = 0%	F = -1%	G = 4%	H = -0.4%

> CCOc1cccc(CC(=O)NCc2ccc3c(c2)CCN3C(=O)c2cccc(C)c2)c1OCC
  A = ·	B = -3%	C = 3%	D = ·	E = -13%	F = -1%	G = ·	H = 3.1%

> COc1ccc(/C=C\C(=O)NCc2ccc3c(c2)cc(C)n3C)cc1OC
  A = 1%[2.36 µM]	B = 2%	C = 0%	D = 8%	E = -3%	F = -1%	G = -6%	H = 2.5%

3 of the compounds above, field by field:
Nc1nc(Nc2ccccc2)sc1C(=O)c1ccccc1
- CBFb RUNX1 block: -16%
- Tau FP inhib: 6%
- TRb-SRC2 inh: -3%
- NPSR antag: -43%
- Tau fluor counter: ?
- TexasRed fluor: -3%
- aGal spleen mod: -2%
- Epigenetic reg: 6.7%

Cc1ccc(Nc2nc3ccc(C)cc3nc2-n2nc(C)cc2C)c(C)c1
- CBFb RUNX1 block: ·
- Tau FP inhib: 0%
- TRb-SRC2 inh: 5%
- NPSR antag: ·
- Tau fluor counter: -13%
- TexasRed fluor: 1%
- aGal spleen mod: ·
- Epigenetic reg: 2.4%

CC(C)NC(=O)CN(C)S(=O)(=O)c1ccc(F)cc1
- CBFb RUNX1 block: 2%
- Tau FP inhib: 3%
- TRb-SRC2 inh: -3%
- NPSR antag: 12%[46.1 µM]
- Tau fluor counter: -1%
- TexasRed fluor: 0%
- aGal spleen mod: 5%
- Epigenetic reg: -0.8%

Given bar-delimited: entries from further up
Compound | CBFb RUNX1 block | Tau FP inhib | TRb-SRC2 inh | NPSR antag | Tau fluor counter | TexasRed fluor | aGal spleen mod | Epigenetic reg
CCOc1cccc(CC(=O)NCc2ccc3c(c2)CCN3C(=O)c2cccc(C)c2)c1OCC | · | -3% | 3% | · | -13% | -1% | · | 3.1%
COc1ccc(/C=C\C(=O)NCc2ccc3c(c2)cc(C)n3C)cc1OC | 1%[2.36 µM] | 2% | 0% | 8% | -3% | -1% | -6% | 2.5%
C/C(CCc1ccc2c(c1)OCO2)=N\N=C1\NC(=O)CC(C(=O)Nc2ccccc2F)S1 (stereo not given) | -21% | -11% | 3% | -15% | -22% | -1% | 0% | -4.6%
CC[C@@H]1CC=C[C@H]2[C@H]1C(=O)N(Cc1ccccc1)[C@H]2c1ccc2ccccc2c1 | 22% | -8% | 1% | -56% | 0% | -1% | 4% | -0.4%

Source: PubChem (National Center for Advancing Translational Sciences (NCATS))
